# Compound activity: PubChem BioAssay, Sanford-Burnham Center for Chemical Genomics
# EBI2 antag: blocks human EBI2 receptor beta-arrestin signaling. P32249. EBI2 beta-arrestin recruitment, luminescence, 7a,25-OHC stimulated. inhibition, % at 5 µM. 360,000 tested, 0.81% active; in the data active = inhibition above about 38%;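 note: enzyme fragment complementation signal reports receptor beta-arrestin coupling in cells; 0% = agonist plus DMSO wells and 100% = wells without agonist; some results beyond the cut were filed as inactive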
# Target sequence (P32249 whole entry, looked up, the tested form may be a part): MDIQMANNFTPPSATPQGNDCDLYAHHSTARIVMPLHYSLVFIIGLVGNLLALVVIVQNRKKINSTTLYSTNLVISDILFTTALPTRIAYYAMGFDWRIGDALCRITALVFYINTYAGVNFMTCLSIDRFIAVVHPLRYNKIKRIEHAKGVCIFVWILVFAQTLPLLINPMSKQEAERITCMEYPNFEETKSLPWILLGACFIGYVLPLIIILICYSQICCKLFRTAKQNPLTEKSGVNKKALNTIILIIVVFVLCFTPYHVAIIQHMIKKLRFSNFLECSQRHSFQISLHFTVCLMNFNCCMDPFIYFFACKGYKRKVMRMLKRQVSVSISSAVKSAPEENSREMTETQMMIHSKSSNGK
# CCR6 antag: blocks CCL20-driven beta-arrestin recruitment at human CCR6. AID 493098. inhibition, % at 20 µM. 340,000 tested, 0.49% active. P51684. CHO-K1 CCR6 PathHunter beta-arrestin, luminescence, CCL20-stimulated;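 active = compounds whose inhibition of the agonist-driven luminescence signal at 20 µM reaches about 50%, limit read from the data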;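 note: cells stimulated with CCL20 at 14 nM final; plate controls were DMSO with CCL20 for no effect and DMSO without agonist for full effect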
# Gli-Sufu antag: blocks Gli-Sufu signaling in a luciferase reporter; Sufu-KO-LIGHT fibroblasts, Gli luciferase reporter luminescence; inhibition, % at 5 µM; 340,000 tested, 0.74% active;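 active = inhibition above about 55%, limit read from the data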;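 note: 0% = DMSO-treated cells and 100% = wells with medium but no cells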
# UBC13 inh: inhibitors of human UBC13 polyubiquitin chain formation. P61088. TR-FRET. inhibition, % at 20 µM. 330,000 tested, 0.47% active. AID 485273; in the data active = inhibition above about 45%, passing the limit was not always enough
# Target sequence (P61088 whole entry, looked up): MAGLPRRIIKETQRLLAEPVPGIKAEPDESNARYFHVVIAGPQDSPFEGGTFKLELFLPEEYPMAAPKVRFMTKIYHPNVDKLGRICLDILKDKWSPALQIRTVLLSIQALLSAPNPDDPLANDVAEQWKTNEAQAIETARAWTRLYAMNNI
# ATG4B inh: inhibitors of human ATG4B cysteine protease. Q9Y4P1. ATG4B cleavage of LC3-PLA2, NBD-HPC fluorescence, 1 h. inhibition, % at 8.33 µM. 340,000 tested, 0.51% active. AID 504462; in the data active = inhibition above about 40%
# CXCR6 block: CXCR6 (human) receptor inhibition. O00574. CHO-K1 PathHunter CXCR6 beta-arrestin, luminescence. inhibition, % at 20 µM. 360,000 tested, 0.36% active; in the data active = inhibition above about 34%, passing the limit was not always enough;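 note: antagonist mode with CXCL16 agonist at 10 nM final; 0% = 10 nM CXCL16 with DMSO and 100% = unstimulated wells without agonist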
# Target sequence (O00574 whole entry, looked up): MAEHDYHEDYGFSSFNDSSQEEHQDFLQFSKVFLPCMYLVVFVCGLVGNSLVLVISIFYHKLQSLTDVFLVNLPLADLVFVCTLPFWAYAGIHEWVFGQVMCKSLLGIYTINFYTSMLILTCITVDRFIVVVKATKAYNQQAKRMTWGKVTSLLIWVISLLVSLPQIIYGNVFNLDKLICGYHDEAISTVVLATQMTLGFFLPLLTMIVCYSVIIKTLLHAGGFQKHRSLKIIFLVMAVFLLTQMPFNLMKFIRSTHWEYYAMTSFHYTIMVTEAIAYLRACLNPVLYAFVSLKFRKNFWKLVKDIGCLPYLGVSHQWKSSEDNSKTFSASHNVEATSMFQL
# APJ antagonist: APJ receptor antagonism; CHO-K1 APJ beta-arrestin complementation, luminescence; inhibition, % at 20 µM; 330,000 tested, 0.32% active;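 active = inhibition above about 40% at 20 µM, limit read from the data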;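 note: cells challenged with 10 nM apelin-13 agonist together with compound; plate controls were apelin-13 plus DMSO wells for no effect and DMSO wells lacking apelin-13 for full effect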
# APJ agonist: agonists of human APJ apelin receptor; P35414; CHO-K1 APJ PathHunter beta-arrestin, luminescence; 0% DMSO wells, 100% apelin; activation, % at 20 µM; 330,000 tested, 0.11% active;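 active = activation more than six SD over the plate average, tested at 20 µM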;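 note: 0% = DMSO alone and 100% = apelin-13 at 10 nM; some results filed as inactive read as strong as hits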
#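 Assay system: engineered CHO-K1 APJ arrestin reporter cells; Amount: 1000 CHO-K1 reporter cells seeded per well; Dosing: one dose, 20 µM compound, 1% DMSO; Times: compound stimulation 90 min at 25 °C, detection 60 min; Measured by: luminescent beta-gal fragment complementation, chemiluminescent substrate; Read-out: APJ–arrestin association signal; Controls: DMSO vs Apelin-13 10 nM.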
# * marks the source's active call; other numbers are inactive results; . = no result given.
SMILES,EBI2 antag,CCR6 antag,Gli-Sufu antag,UBC13 inh,ATG4B inh,CXCR6 block,APJ antagonist,APJ agonist
Cc1cc(N=CC2=C(O)CC(C)(C)CC2=O)no1,-11,7,-4,4,4,-3,1,-2
CC(=O)c1c(C)[nH]c(C(=O)OCc2cccc(C)c2)c1C,4,10,-5,10,-16,-1,10,-1
O=C1CCc2ccc(NC(=O)C3CC3)cc2N1,-3,-1,0,-12,-20,-8,-21,-5
CCOCCn1cnc2sc(C(=O)NCCCN3CCOCC3)c(C)c2c1=O,-9,-16,-1,-2,2,-13,3,3
O=C(NNC(=O)c1ccccc1-c1ccccc1C(=O)O)c1ccccc1,6,6,-3,2,10,-10,-6,-5
O=[N+]([O-])c1ccc(NN=Cc2cccc3ccccc23)nc1,4,16,-18,.,-9,4,.,.
O=[N+]([O-])c1cc2c(cc1C=Nc1ccccc1)OCO2,3,2,-8,-29,3,-2,-19,2
COc1ccc2ccccc2c1/C=N/Nc1ccc(Cl)c(C(=O)O)c1,-8,-19,-2,-4,8,-20,7,3
Cc1noc(C)c1C(=O)OCC(=O)NC(=O)NC12CC3CC(CC(C3)C1)C2,7,18,4,2,-2,-2,0,-3
CCOc1ncccc1C(=O)Nc1ccc(F)cc1,-8,1,-7,-8,-3,-2,-18,-2
O=[N+]([O-])c1cc(S(=O)(=O)N2CCCCCC2)ccc1Cl,-4,-14,-3,6,-3,-12,-17,3
COc1cc([N+](=O)[O-])cc(/C=N/NC(=O)CSc2ccccn2)c1O,-3,20,-4,-34,-9,17,-4,-4
CC(=O)c1cc(C)ccc1OC(=O)CN1C(=O)c2ccccc2C1=O,-10,0,12,-7,2,-5,14,0
O=C(c1ccccc1)N1CCCC(C(=O)N2CCc3ccccc3C2)C1 (centres undefined),-5,-15,1,-3,-8,2,5,-2
O=C(Nc1ccc2c(c1)OCO2)N1CCN(c2ccc(F)cc2)CC1,27,10,-20,9,-5,-9,-6,-1
CCOc1ccccc1NC(=O)Cn1nnc(-c2ccc(OCC)c(OCC)c2)n1,5,8,4,13,7,0,-2,-5
COc1cccc(-c2nn(-c3ccc(C)cc3)cc2C(=O)NCC2CCCO2)c1 (centres undefined),11,12,-22,5,-4,5,4,0
CCN(CC)S(=O)(=O)c1ccc(N2CCOCC2)c(NC(=O)c2ccc(C#N)cc2)c1,1,13,13,-18,-2,-2,14,-1
Cc1cc(C)n(CCNC(=O)c2ccco2)n1,-10,9,21,2,1,-1,-5,-1
CCOC(=O)C1=C(CS(=O)(=O)c2ccc(Cl)cc2)NC(=O)NC1c1ccc(O)c(OC)c1 (centres undefined),-4,10,3,-1,-3,12,-8,-1
N#CCSc1nc2c(c(=O)n1Cc1ccco1)C1(CCCC1)Cc1ccccc1-2,5,12,4,9,-5,-3,8,-5
Cc1ccc(S(=O)(=O)N2CCC3(CC2)OCCO3)cc1,-10,3,-7,12,0,13,-7,-6
O=C(c1ccccc1)c1ccc(C(=O)O)c(C(=O)O)c1,-9,-7,-9,.,-6,3,.,.
CC(=O)Nc1ccc2c(CN3C(=O)NC(C)(c4ccc(C)cc4)C3=O)cc(=O)oc2c1 (centres undefined),-2,7,-5,12,7,-5,15,-3
Cc1cc(C(=O)Cn2cnc3cc(F)ccc3c2=O)c(C)n1C1CC1,2,8,-28,-6,-1,0,6,0

# Other entries follow:
SMILES,EBI2 antag,CCR6 antag,Gli-Sufu antag,UBC13 inh,ATG4B inh,CXCR6 block,APJ antagonist,APJ agonist
O=S(=O)(NCCN1CCCC1)c1ccc(Br)cc1,-11,-4,14,4,-2,5,-9,-4
Cc1cc2cc(CN(Cc3ccco3)C(=O)NCc3ccccc3)c(=O)[nH]c2cc1C,1,-11,3,-2,-14,-1,-1,3
O=C(C1CCC(CNc2nc(=S)[nH]c3ccccc23)CC1)N1CCN(c2ccccn2)CC1 (centres undefined),-3,-8,48,-4,6,-4,-4,-3
O=C(O)c1nn2cc(CCO)cnc2c1Cl,-5,5,-1,5,12,-6,-10,-2
CCNC(=O)NC(=O)C(C)OC(=O)c1ccc(-n2nc(SC)sc2=S)cc1 (centres undefined),5,28,-9,-3,9,10,-1,-2
C=C1c2c(Cl)ccc(O)c2C(O)=C2C(=O)[C@]3(O)C(O)=C(C(N)=O)C(=O)[C@@H](N(C)C)[C@@H]3[C@@H](O)C12 (some centres undefined),-9,20,3,57*,36,4,8,1
CCCC1(C2CCCC2)NC(=O)NC1=O (centres undefined),0,7,2,.,-4,6,.,.
CCn1cc(CN2CCc3c([nH]c4ccccc34)C2c2cccc(O)c2)c(C)n1 (centres undefined),-2,0,15,12,-1,-8,5,-4
COc1cccc(CN2CC(C(=O)N3CCCC3)CCC2=O)c1 (centres undefined),-9,-2,2,7,15,-5,15,-4
O=C(c1cc2c(=O)n3ccccc3nc2s1)N1CCN(c2cccc(Cl)c2)CC1,12,-9,-5,6,-1,3,-5,-3
O=C(CSC1=NS(=O)(=O)c2ccccc2N1)Nc1cccc(F)c1,2,3,-9,-1,-18,1,-66,6
CN(c1cccc(NC(=O)Nc2cccc(Cl)c2)c1)S(C)(=O)=O,0,0,-47,-2,-1,-14,-2,-2
COc1ccccc1-c1nnn(CC#N)n1,3,-2,-2,2,7,-2,4,-2
O=C(CSc1ccc(-c2ccccn2)nn1)N1CCCc2ccccc21,20,11,4,-16,-7,-2,-20,-1
Cc1ccc(F)cc1NC(=O)N1CCN(c2ccnc3cc(Cl)ccc23)CC1,-1,11,26,33,-17,-22,11,4
Cc1ccc(C(=O)Nc2cccc([N+](=O)[O-])c2)cc1S(=O)(=O)Nc1cccc(C(=O)O)c1,-17,17,-1,-5,6,12,6,-5
Cc1ccc2nc(NC(=O)CCn3cccc3)sc2c1,6,-1,-56,10,-12,1,-13,0
CC(=O)O/N=C(\N)Cc1ccc(-c2csnn2)cc1,15,-13,3,3,-2,-8,8,6
COC(=O)c1scc(C)c1NC(=O)C1CCCCC1,6,10,-5,-1,-2,-4,0,-3
CC1CCN(c2ccc([N+](=O)[O-])cc2C(=O)N2CCOCC2)CC1,-4,10,-10,-15,0,10,12,-5
CCc1nnc(NC(=O)CSc2nc3c([nH]c4ccccc43)c(=O)n2CCOC)s1,-8,-3,7,-10,1,0,4,13
NC(=O)c1ncn([C@@H]2O[C@H](CNCc3cccc(OC4CCCC4)c3)[C@@H](O)[C@H]2O)n1,-5,-1,-3,.,4,10,.,.
CC(C)(C)c1ccc(S(=O)(=O)NCC(=O)N2CCN(C(=O)c3ccco3)CC2)cc1,1,5,3,15,-4,-3,-7,-4
O=C(c1cc(COc2ccc(F)cc2F)on1)N1CC[C@@H]2CCCC[C@H]2C1,7,7,-4,10,27,-9,-13,7
N#Cc1ccccc1NC(=O)COC(=O)CSc1nc2ccccc2o1,-13,-13,-1,-4,2,3,10,-3

# Some entries already given, limited to Gli-Sufu antag and ATG4B inh.
canonical_smiles,Gli-Sufu antag,ATG4B inh
O=C(CSC1=NS(=O)(=O)c2ccccc2N1)Nc1cccc(F)c1,-9,-18
CCNC(=O)NC(=O)C(C)OC(=O)c1ccc(-n2nc(SC)sc2=S)cc1 (centres undefined),-9,9

# Carrying on.
SMILES,EBI2 antag,CCR6 antag,Gli-Sufu antag,UBC13 inh,ATG4B inh,CXCR6 block,APJ antagonist,APJ agonist
Nn1c(N2CCCCC2)nc2ccccc21,0,11,-4,3,2,-1,-1,-1
COc1ccc(-n2c(Cc3cccn3C)nnc2SCC(=O)Nc2ccc(F)cc2F)cc1,34,4,-16,7,3,-4,9,-3
COc1cc(NC(=O)c2cc3ccccc3cc2OC)ccc1NC(=O)c1cccs1,2,8,57*,-4,-13,-6,-14,-2
CCOc1ccc(Nc2nc(Cc3nnc(SCC(=O)NC4CCCC4)n3C)cs2)cc1,-4,1,0,-17,-4,2,12,0
COc1ccc(S(=O)(=O)Nc2ccc(S(=O)(=O)N3CCCCC3)cc2)cc1C,2,13,0,7,-8,-4,21,-5
c1ccc(CNc2nc(-c3cccs3)nc3ccccc23)cc1,11,8,2,.,3,9,.,.
CC(=O)c1cccc(NC(=O)N2CCCC2C(=O)Nc2ccc3c(c2)OCO3)c1 (centres undefined),-7,12,0,5,-4,-4,13,-2
CCOc1ccc(CC(=NCCO)C2=C(O)CC(C)(C)CC2=O)cc1OCC,-5,-6,-7,-4,4,-21,-12,-2
O=C(Nc1nccs1)c1cc(S(=O)(=O)N2CCCCC2)ccc1Cl,-16,14,-3,0,-3,0,9,0
CC(OC(=O)CCN1C(=O)C2CC=CCC2C1=O)C(=O)Nc1cccc(Cl)c1 (centres undefined),-7,1,2,4,0,-13,16,6
Cc1ccc2c(c1)c1c(n2CC2COC(C)(C)O2)C(=O)CCC1 (centres undefined),2,4,-11,14,-1,6,5,-5
Cc1ncc(CO)c(CNc2ccc(Oc3ccccc3)cc2)c1O,-8,1,2,-2,-6,-5,8,-1
CCOC(=O)c1ccc(Nc2sc(C(=O)c3cccc([N+](=O)[O-])c3)c(N)c2C#N)cc1,-83,27,4,0,0,23,27,-6
CC(C)(C)c1ccc2c(c1)C(=O)c1ccccc1C2=O,1,-19,-104,54*,45*,-21,-2,1
Cc1cccc(OCC(=O)Nc2ccc(S(=O)(=O)N3CCCC3)cc2)c1,3,11,-13,-2,0,-5,7,0
COc1cc(NC(=O)CSCC(=O)Nc2cccc(C(F)(F)F)c2)c(Cl)cc1Cl,12,-1,-4,19,-7,-8,0,-4
Cc1ccc(Cl)cc1N1CCN(C(=O)C(C)n2ncn3cccc3c2=O)CC1 (centres undefined),-3,11,1,0,0,-3,15,0
CN(C)c1ncc(C2=C(Cl)C(=O)C(N3CCCC3)=C(Cl)C2=O)s1,-9,91*,7,-57,12,14,-20,8
Fc1ccc(N/N=C2/CC(c3ccccc3)Oc3ccccc32)c(F)c1 (centres undefined),5,8,-9,2,9,3,-20,2
N=C1C(=O)OCC1c1ccccc1NC(=O)c1ccc(F)cc1 (centres undefined),-3,4,2,-8,6,-5,-2,-1
CCN(CC(=O)NCc1cccs1)S(=O)(=O)c1c(F)cccc1F,-1,-5,-8,6,-2,7,7,-5
Cc1cc(-c2ccccc2)nc2cc(C(=O)NCCCn3ccnc3)nn12,-4,-1,4,5,-10,8,13,-4
CC1SC(C)C(=O)N(CC(=O)NCc2ccc(F)cc2)C1=O (centres undefined),9,11,-8,10,-8,4,9,-3
CN(C)/C=C(/C(=O)c1ccc(Cl)cc1)S(C)(=O)=O,-5,1,-1,-2,8,-7,-3,0
Cc1ccccc1Nc1nc(N)nc(COC(=O)[C@@H](NC(=O)c2c(F)cccc2F)C(C)C)n1,0,18,-18,-3,7,1,8,-5

# Following part:
SMILES,EBI2 antag,CCR6 antag,Gli-Sufu antag,UBC13 inh,ATG4B inh,CXCR6 block,APJ antagonist,APJ agonist
CN(C)c1ccnc(-n2cccc2/C=N/OCc2cccc(F)c2)c1C#N,2,4,4,-4,8,-4,13,-1
Cc1ccc(N2CCN(S(=O)(=O)c3c(C)noc3C)CC2C)cc1 (centres undefined),8,4,1,5,2,3,2,-5
Cc1cccc(N2CCN(C(c3ccc(N(C)C)cc3)c3nnnn3C(C)(C)C)CC2)c1C (centres undefined),8,19,15,-9,-1,1,7,-2
C=CCSc1nc(N)c2c3c(sc2n1)CN(C)CC3,-4,5,5,12,-6,5,-2,-2
COc1ccc(C(=O)Nc2ccccc2NC(=O)c2ccco2)cc1OC,3,13,3,18,-6,-5,12,0
CC(C)N1CC(C(=O)Nc2nc3ccccc3s2)CC1=O (centres undefined),-5,6,2,1,-13,5,18,-3
